Compound activity from PubChem.
FLuc modulator – counter-screen for miR-21 project: firefly luciferase inhibitors or activators; 6.9% of 360,000 active; Potency, µM (titrated, usually from 57.5 µM), inactives show at the top dose activity change, negative = inhibition, hits mostly inhibitors; P08659; purified FLuc, Km substrates, luminescence inhibition; AID 588342;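 also: potency is read from the fitted curve at half-maximal effect; plate controls were vehicle for no effect and reference inhibitor for full effect; nearly all actives have a fitted effect of over 55% in size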
Target sequence (P08659 whole entry, looked up): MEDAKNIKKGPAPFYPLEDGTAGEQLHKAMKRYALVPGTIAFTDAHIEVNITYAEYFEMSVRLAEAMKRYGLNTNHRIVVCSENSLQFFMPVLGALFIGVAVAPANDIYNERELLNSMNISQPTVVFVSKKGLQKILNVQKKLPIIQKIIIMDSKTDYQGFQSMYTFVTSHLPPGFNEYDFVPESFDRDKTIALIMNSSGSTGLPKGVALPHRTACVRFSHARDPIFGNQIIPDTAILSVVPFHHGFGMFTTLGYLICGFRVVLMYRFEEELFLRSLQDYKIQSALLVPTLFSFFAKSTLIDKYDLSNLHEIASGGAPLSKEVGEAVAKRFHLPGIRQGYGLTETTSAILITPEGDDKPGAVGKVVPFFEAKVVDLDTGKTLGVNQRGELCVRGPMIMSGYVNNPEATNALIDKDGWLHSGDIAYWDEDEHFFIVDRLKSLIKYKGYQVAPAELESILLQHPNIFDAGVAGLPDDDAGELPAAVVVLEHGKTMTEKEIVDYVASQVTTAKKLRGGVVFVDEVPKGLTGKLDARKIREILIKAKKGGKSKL
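Biochemical qHTS of compounds, final roughly 60 µM downward over six points, against 10 nM purified firefly luciferase using Km concentrations of substrates (10 uM D-luciferin, 10 uM ATP) in Tris acetate pH 7.5 buffer; luminescence output.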
RORgamma inh – ROR gamma (mouse) transcription inhibition; 5.4% of 310,000 active; Drosophila S2 Gal4-RORgamma UAS-luciferase reporter, 20 h; Potency, µM (top dose mostly 53.6 µM), inactives show at the top dose activity change, negative = inhibition, actives largely listed as inhibitors; also: potency is read from the fitted curve at half-maximal effect; % is scaled to controls: 0 for no effect and ±100 for the full control effect; nearly all actives have a fitted effect of over 60% in size
Target sequence (P51450 whole entry, looked up, the tested form may be a part): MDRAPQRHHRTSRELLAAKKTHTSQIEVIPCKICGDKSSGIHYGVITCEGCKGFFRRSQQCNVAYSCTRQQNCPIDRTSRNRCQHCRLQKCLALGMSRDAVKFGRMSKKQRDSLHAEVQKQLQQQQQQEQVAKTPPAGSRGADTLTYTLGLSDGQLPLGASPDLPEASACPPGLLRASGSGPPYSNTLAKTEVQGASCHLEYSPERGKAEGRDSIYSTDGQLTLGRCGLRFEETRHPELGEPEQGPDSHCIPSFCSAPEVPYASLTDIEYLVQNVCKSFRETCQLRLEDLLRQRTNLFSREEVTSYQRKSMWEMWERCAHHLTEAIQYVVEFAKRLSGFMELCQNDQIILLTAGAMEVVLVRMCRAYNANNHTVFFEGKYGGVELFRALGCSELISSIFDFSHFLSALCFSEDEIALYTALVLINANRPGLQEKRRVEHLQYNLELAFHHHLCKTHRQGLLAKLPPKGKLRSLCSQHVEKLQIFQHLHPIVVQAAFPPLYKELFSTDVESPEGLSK
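Schneider cells (Drosophila), stable Gal4 DBD–ROR gamma + UAS-luc; 1 hr cmpd preincubation; Cu2+ induction 700 uM final; 20 hr ambient; luminescence.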
PKM2 activator – activators of human pyruvate kinase M2 | P14618 | purified PKM2, Kinase-Glo ATP luminescence, activation; response scale: 0% is enzyme alone, no compound | Potency, µM (doses to about 57.5 µM), without a hit: top-dose activation, actives largely listed as activators | 0.34% of 260,000 active; also: potency is read from the fitted curve at half-maximal effect; % is scaled to controls: 0 for no effect and ±100 for the full control effect; nearly all actives have a fitted effect of over 55% in size
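ATP formation by purified human PK-M2, quantified via coupled luciferase luminescence after 1 h at room temperature with 0.1 mM ADP and 0.5 mM PEP final.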
Menin MLL FP TR – menin-MLL binding inhibition, Texas Red mutant peptide | Menin + Texas Red MLL mutant peptide, fluorescence polarization | Potency, µM (top dose mostly 61.6 µM), without a hit: at the highest dose FP activity change, negative = inhibition, hits mostly inhibitors | 0.23% of 270,000 active; active = well fitted inhibition curve with a large enough effect in the polarisation, with a control signal flat, not every such curve was filed as active; inconclusive = small, poorly fitted or top-dose-only effect, or effect the other way, or a change in a side signal; inactive = no such curve, though single readings can be large or run the other way; the % refers to the polarisation; also: potency is read from the fitted curve at half-maximal effect; % of control where 0% means no effect; many of its hits are not listed in these tables
Giardia killer – kills Giardia lamblia | Giardia lamblia trophozoite viability | activity change, % at 7.66 µM, hits read low | 0.15% of 340,000 active; in the data active = activity change below about -80%; inconclusive = between about -30% and that limit;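 also: parasites exposed to compound for two days anaerobically before the ATP read; % is scaled to controls: 0 for no effect and ±100 for the full control effect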
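Giardia trophozoites, 100 cells per well, were exposed to compounds for 48 hrs at 37 deg C under anaerobic conditions; viability was then read as ATP content by bioluminescence after 15-30 min at room temperature.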
Rab9 promoter act – activators of Rab9 promoter | Huh7 Rab9 promoter-luciferase reporter, luminescence, 24 h | Potency, µM (doses to about 9.22 µM), for inactives: at the top dose activation, negative = inhibition, actives largely listed as activators | 2.8% of 320,000 active; also: potency is read from the fitted curve at half-maximal effect; % of control where 0% means no effect; nearly all actives have a fitted effect of over 60% in size
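Luciferase signal after 10 min detection reagent at ambient indicates Rab9 promoter upregulation; stably transfected Huh7 cells were treated 24 h with compound in DMSO at 37 °C, 5% CO2.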
ELG1 genotox – induces genotoxicity in HEK293T cells with luciferase-tagged ELG1; HEK293T ELG1-luciferase reporter, luminescence, 16 h; AID 504466; Potency, µM (series often up to 46 µM), without a hit: at the top dose activity change, positive = activation, hits mostly activators; 1.3% of 330,000 active; also: potency is read from the fitted curve at half-maximal effect; % of control where 0% means no effect; nearly all actives have a fitted effect of over 60% in size
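Cells (2,000/well) expressing the ELG1-luciferase fusion are dosed by pin tool and kept 16 hr at 37 °C, 5% CO2. Signal comes from ONE-Glo luciferase reagent after 30 min at room temperature.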
NPC1 promoter act – NPC1 promoter activation | Potency, µM (doses to about 9.22 µM), inactives show at the top dose activation, usual class: activators | 2.4% of 320,000 active | Huh7 NPC1 promoter luciferase reporter, 24 h;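 also: potency is read from the fitted curve at half-maximal effect; % of control where 0% means no effect; nearly all actives have a fitted effect of over 60% in size; reporter is driven by a mutant NPC1 promoter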
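Readout is luciferase luminescence, reflecting NPC1 promoter activation in stably transfected Huh7 cells after 24 h compound exposure at 37 °C in reduced-serum medium with 10% FBS.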
BRCA1 expr act – BRCA1 expression activation; MCF7-BRCA1-FFLuc reporter, luminescence, 48 h; response scale: scaled: vehicle 0%, 10 µM genistein 100%; Potency, µM (titrated, usually from 46.1 µM), without a hit: at the top dose activation, hits mostly activators; 1.1% of 380,000 active; AID 624202; also: potency is read from the fitted curve at half-maximal effect; nearly all actives have a fitted effect of over 80% in size; some results filed as inactive show a strong effect at the top dose
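MCF7-BRCA1-FFLuc, 2000 cells/well; 2 h attach, 37 °C/5% CO2; compound 48 h; luciferase substrate 15 min; luminescence end-point. Norm. to genistein 10 microM max activation and DMSO; concentration-response curves fitted.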
VP16 counter – counter-screen for ROR gamma inhibitors: Gal4-VP16 reporter; Drosophila S2 Gal4-VP16 UAS-luciferase, luminescence, 20 h; Potency, µM (highest dose often 53.6 µM), inactives show top-dose activity, negative = inhibition, usual class: inhibitors; 3.5% of 310,000 active; AID 2546;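 also: Gal4-VP16 expression switched on by copper sulfate through the metallothionein promoter; potency is read from the fitted curve at half-maximal effect; % is scaled to controls: 0 for no effect and ±100 for the full control effect; nearly all actives have a fitted effect of over 50% in size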
p53 reactivator – restores transcriptional activity of mutant p53; Potency, µM (top dose mostly 92.2 µM), for inactives: top-dose activity change, positive = activation, actives largely listed as activators; AID 504706; H1299 p53-A138V BP100-luciferase reporter, luminescence, 24 h; 0.063% of 320,000 active; also: potency is read from the fitted curve at half-maximal effect; % of control where 0% means no effect; nearly all actives have a fitted effect of over 45% in size
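p53-null H1299 cells stably carrying temperature-sensitive p53-A138V and a BP100-luciferase reporter were pinned with compounds (4-point, 1:5 series) and held 24 hrs at 37 deg C. Luminescence was read 10 min after detection reagent.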
Starred values were filed as active, the others as inactive; ? = inconclusive; · = not tested or not shown; & = joins results of further samples; [ ] = dose if it differs, or a comment. Unless noted, calls follow the shape of the dose curve; as a rule, active = well fitted curve in the direction sought with a large enough effect; inconclusive = small, poorly fitted or top-dose-only effect, or another doubt; inactive = no such curve, though single readings can be large; an effect the other way counts as inactive or inconclusive. An excerpt; the hit share may differ from the screen's.

Every second line gives: FLuc modulator | RORgamma inh | PKM2 activator | Menin MLL FP TR | Giardia killer | Rab9 promoter act | ELG1 genotox | NPC1 promoter act | BRCA1 expr act | VP16 counter | p53 reactivator
CCC(C)Sc1nc2c(c(=O)[nH]c(=O)n2C)n1C (stereo not drawn)
 : 1% | -2% | 0% | 0% | -13 | 3% | -5% | 7% | -3% | -10% | -6%
CCN1CCN(C(=O)CN(C)S(=O)(=O)c2ccc3ccccc3c2)CC1
 : 1% | 8% | -2% | 10% | -2 | -5% | 2% | -6% | -13% | 8% | -3%
COc1ccccc1C(CC(=O)c1ccccc1)CC(=O)c1ccccc1
 : -14% | 3% | 6% | 1% | 25 | -5% | -7% | -4% | -1% | -13% | -7%
Cc1oc(-c2cccc(C(F)(F)F)c2)nc1CN1CCC[C@H]1CO
 : -2% | 11% | 0% | -20% | 2 | -1% | 0% | 0% | -17% | 0% | -4%
CCOC(=O)C1=C(c2cccc(Oc3ccccc3)c2)NC(=S)NC1C (stereo not drawn)
 : 0% | ? | -14% | · | 4 | -8% | -13% | 1% | -42% | ? | -1%
Cc1nc(CNC(=O)CC2C(=O)NCCN2Cc2ccoc2)nc2c1CCCC2 (stereo not drawn)
 : -2% | 0% | 9% | · | 3 | -4% | 1% | 0% | -13% | 1% | 0%
CCN(CC)S(=O)(=O)c1ccc2oc(C(=O)O)c(C)c2c1
 : -2% | 12% | 1% | -3% | 8 | 2% | -4% | -2% | -1% | 1% | 3%
CCOC(=O)c1cc(C(=O)c2cc(Cl)ccc2O)coc1=N
 : ? | 3% | 0% | 4% | -7 | -2% | 4% | -3% | -9% | 0%[10 µM] | -3%
O=C(CCn1c(SCC(=O)c2ccccc2)nc2ccccc2c1=O)NCc1ccc(F)cc1
 : 1% | 3% | -2% | -10% | 7 | 4% | -1% | -4% | -6% | -1% | -5%
CCOC(=O)CSc1nc2ccc(N)cc2s1
 : 19µM* | 6% | 0% | 2% | 3 | 0% | 8% | -2% | 10% | 4% | 17%
O=C(Cc1cccc(F)c1F)NC1CCCN(Cc2ccc(Cl)cc2)C1 (stereo not drawn)
 : -1% | 5% | -1% | -17% | 8 | -3% | -5% | -6% | -5% | -8% | ·
COc1ccc(C(=O)CSc2cc(C)[nH]c(=O)n2)cc1
 : ? | -12% | · | ? | -4 | ? | 17%[9.26 µM] | ? | ? | -5% | ?
O=C(Nc1ccon1)c1nc[nH]c1C(=O)NCc1ccccc1
 : 3% | · | · | · | ? | 1% | 8% | 0% | -5% | · | -11%
CCN(c1ccc(OCC(=O)OCC(=O)Nc2ccc(F)c(F)c2F)cc1)S(=O)(=O)c1ccccc1
 : 4% | -5% | -1% | 8% | 1 | -1% | 1% | -1% | 0% | 0% | 1%
Cn1c(=O)cc(OCC(=O)NCCCN2CCN(Cc3ccccc3)CC2)c2ccccc21
 : 2% | -23% | -17% | -27% | -10 | 0% | 18µM* | 0% | 0% | 1% | -1%
Cc1ccc(C(=O)Nc2cccc(C(=O)NC3CCCC3)c2)cc1
 : 12µM* | 26% | -6% | · | -11 | ? | -7% | ? | 11% | 19% | -6%
CC(=O)Nc1ccc(NC(=O)C(C)n2nc(C)c([N+](=O)[O-])c2C)cc1 (stereo not drawn)
 : -1% | -17% | -18% | -2% | -11 | 1% | 4% | -2% | 1% | 7% | 0%
COc1ccc(C)c2sc(=NC(=O)C(C)C)n(C)c12
 : -1% | ? | -1% | 1%[11.7 µM] | -20 | 2% | 2% | 6% | -30% | 1% | 3%
COc1ccc(-c2nc(CS(=O)CC(=O)NCc3cccnc3)c(C)o2)cc1OC (stereo not drawn)
 : 2% | 11µM* | -6% | -13% | 5 | 12% | 10% | 11% | -10% | -2% | 0%
Cc1ccc(NS(=O)(=O)c2ccc3c(c2)CCN3C(=O)CCC(=O)O)cc1Cl
 : 0% | 18% | · | ? | -3 | 0% | 3% | -2% | 2% | -4% | 2%
COc1cccc(-n2cnnc2SC(C)C(=O)NC2CCCC2)c1 (stereo not drawn)
 : · | · | · | · | 10 | -14% | -1% | -5% | -3% | · | ?
Cc1cccc(N2CCN(C(=O)CSCc3c(C)noc3C)CC2)c1C
 : ? | ? | 0% | -24% | -2 | -24% | -4% | -17% | -4% | 10µM* | ?
COc1ccc(N=C2NC(=O)CS2)c([N+](=O)[O-])c1
 : 0% | 22% | -1% | -26% | ? | 0% | 5% | 0% | -37% | 10% | 5%
COc1ccc2c(c1)N(C)/C(=C1/SC(=S)N(NC(C)=O)C1=O)S2
 : 1% | 5% | -1% | ? | -10 | -2% | 10% | 0% | 0% | -3% | ·
Cc1ccc(C)c(NC(=O)Cn2cnc3c(oc4ccccc43)c2=O)c1
 : -2%&-1% | 32% | 0% | -15% | -6 | -1% | ? | -5% | 6% | -1% | 0%
CN(CC(=O)Nc1ccc(F)c(F)c1F)C(=O)c1ccc(=O)[nH]c1
 : 4.3µM* | -5% | -23% | · | -22 | 1.1µM* | 4.6µM* | 0.89µM* | -2% | -6% | ?
COc1cccc(NC(=S)N(Cc2ccc(Cl)cc2)Cc2ccc(C(=O)O)cc2)c1
 : ? | 10% | 4% | ? | 16 | -7% | -4% | -17% | -4% | -1% | -1%
O=C(Nc1ccccc1Cl)N1CCN(Cc2ccc3c(c2)OCO3)CC1
 : 3% | 20% | 9% | -14% | 20 | 2% | -19% | -5% | 4% | -3% | -4%
COc1cccc(CN2C(=O)CCC2(C)C(=O)NCCc2ccc(OC)c(OC)c2)c1 (stereo not drawn)
 : -1% | 2% | · | 3% | 1 | -4% | -1% | -3% | -5% | -2% | 0%
c1ccc(-c2csc3ncnc(NCc4ccccn4)c23)cc1
 : -16% | -29% | 0% | · | 3 | -18% | -13% | -6% | -35% | ? | -2%
O=C(/C=C/c1ccccc1Cl)Nc1ccc(S(=O)(=O)Nc2ncccn2)cc1
 : 13µM* | 34% | -16% | 28% | 4 | -12% | 5% | -3% | 2% | 8% | -5%
Cc1cc(C)cc(N(CC(=O)NC2CCCC2)S(=O)(=O)c2c(C)[nH]c(=O)[nH]c2=O)c1
 : -2% | 0% | 3% | · | 2 | -2% | -2% | -8% | 7% | -15% | 0%
Cn1nc(C(=O)OCC(=O)NC2CCS(=O)(=O)C2)c2ccccc2c1=O (stereo not drawn)
 : -2% | -9% | -6% | 20% | -9 | 0% | 8% | -7% | -1% | 0% | 2%
COc1ccc(N2CCN(CC(O)COc3ccc(C)c(C)c3)CC2)cc1 (stereo not drawn)
 : 0%&1% | -3% | · | -19% | -10 | -11% | -4% | -6% | 21% | -7% | -3%
CCn1c(CNC(=O)c2ccc(OC)c(OC)c2)nnc1SCC(=O)Nc1ccccc1
 : -4% | 1% | -2% | -1% | 27 | -10% | 0% | -2% | -14% | -16% | -3%
Cc1cc(N2CCOCC2)n2cc(-c3ccccc3)nc2n1
 : ? | 26% | -4% | -8% | 1 | 3% | -8% | -3% | -8% | 6% | 9%
O=C(O)c1sc2cc(C(F)(F)F)cnc2c1-c1ccccc1
 : -19% | -14% | -1% | · | 12 | -1% | -3% | -5% | 9% | 1% | 1%
Cc1ccc(NC(=O)c2c(C)nc3sc(C(=O)NC4CCCC4)c(N)c3c2-c2ccco2)c(C)c1
 : -1% | -9% | -4% | -21% | 18 | -7% | 10% | -4% | -28% | 13% | -2%
O=[N+]([O-])c1ccc(C(O)CN2CCN(C/C=C/c3ccccc3)CC2)cc1 (stereo not drawn)
 : 1% | 4% | · | -12% | 12 | -10% | -6% | -4% | -20% | -1% | -2%
CCN(CC)CCCNC(=O)c1ccc(N2CCCCC2)c(NS(=O)(=O)c2ccc(C)cc2)c1
 : -5% | 3% | 12% | -24% | 4 | 0% | 1% | -5% | -20% | -2% | ?
COc1ccc(C2CC(=O)C3=C(C2)Nc2ncnn2C3c2ccccc2)cc1 (stereo not drawn)
 : -1%[2.3 µM] | -5% | 2% | 9% | -8 | 2% | -2% | 0% | -5% | -4% | -6%
Cc1ccn2c(/C=N/OCc3ccc(F)cc3)c(-c3ccc(Cl)cc3)nc2c1
 : -6% | ? | -3% | -6% | 0 | 7% | -2% | -8% | -28% | -6% | 6%
O=C(c1cccc([N+](=O)[O-])c1)N1CCc2ccccc21
 : 2% | -44% | 11% | 4% | 25 | -1% | 3% | -3% | -4% | -11% | 10%
